# Screening data: PubChem BioAssay, Sanford-Burnham Center for Chemical Genomics
# CCR6 antagonist – antagonists of human CCR6 receptor. CHO-K1 CCR6 PathHunter beta-arrestin, luminescence, CCL20-stimulated. P51684. AID 493098. 340,000 tested, 0.49% active. inhibition, % at 20 µM;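 active = compounds whose inhibition of the agonist-driven luminescence signal at 20 µM reaches about 50%, limit read from the data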;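 note: cells stimulated with CCL20 at 14 nM final; plate controls were DMSO with CCL20 for no effect and DMSO without agonist for full effect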
# Target sequence (P51684 whole entry, looked up): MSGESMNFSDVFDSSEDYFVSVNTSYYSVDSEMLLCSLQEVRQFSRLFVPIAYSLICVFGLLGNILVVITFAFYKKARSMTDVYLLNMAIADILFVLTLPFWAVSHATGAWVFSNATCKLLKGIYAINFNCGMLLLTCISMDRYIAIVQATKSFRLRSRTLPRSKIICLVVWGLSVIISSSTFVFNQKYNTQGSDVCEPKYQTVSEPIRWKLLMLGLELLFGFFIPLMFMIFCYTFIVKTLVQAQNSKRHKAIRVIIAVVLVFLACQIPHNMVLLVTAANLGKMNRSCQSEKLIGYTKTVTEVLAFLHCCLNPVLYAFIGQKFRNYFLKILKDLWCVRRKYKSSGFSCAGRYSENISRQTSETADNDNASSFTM
# XBP1 UPR activ – activators of adaptive arm of unfolded protein response (XBP1); CHO-XBP1 luciferase reporter, IRE1-XBP1 UPR activation, luminescence; percent of tunicamycin response, DMSO as zero; activation, % at 20 µM; 330,000 tested, 0.33% active;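 active = versus positive control, 20 µM dose yields 30% or more activation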;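 note: 100% = tunicamycin at 10 µg/mL and 0% = DMSO only wells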
#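 Material: CHO-XBP1 cells stably carrying IRE1-XBP1-driven luciferase reporter | Medium: F12 with 10% serum | Compound dosing: 20 µM single concentration, DMSO 1% | Incubation: Overnight seeding at 37 °C, 6 h compound treatment at 37 °C | Detection: Steady-Glo luminescence read | Read-out basis: % activation of reporter signal versus tunicamycin and DMSO controls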
# UPR CHOP act – activators of apoptotic arm of unfolded protein response (CHOP) | CHO-CHOP luciferase reporter, UPR activation, luminescence; percent of tunicamycin response over DMSO baseline | 330,000 tested, 0.34% active | activation, % at 10 µM;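 active = at 10 µM dose, activation of 40% or more, normalized to positive control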;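 note: 100% = tunicamycin at 10 µg/mL and 0% = DMSO alone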
#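 Assay system: CHO cells with stable CHOP pathway luciferase reporter; Buffer or medium: F12 plus 10% serum; Times: 16-18 h cell attachment, then 6 h compound exposure, 37 °C; Signal: luciferase luminescence; Read-out basis: percent activation relative to tunicamycin control; Control set: tunicamycin high control, DMSO low control.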
# Mdm2-MdmX inh – inhibitors of human Mdm2/MdmX interaction; SaOS-2 split-luciferase Mdm2/MdmX complementation, luminescence; inhibition, % at 8 µM; 330,000 tested, 3% active;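 active = inhibition of at least 50% at 8 µM in the primary screen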
# Jurkat NFkB inh – lowers PMA/ionomycin-induced NF-kB signal in Jurkat cells. inhibition, % at 4 µM. PMA/ionomycin-induced NF-kB luciferase reporter, luminescence. 330,000 tested, 0.53% active; in the data active = inhibition above about 50%
# 697 NFkB inh – lowers PMA/ionomycin-induced NF-kB signal in 697 B cells. 697 B-cell NF-kB luciferase reporter, 16 h. 330,000 tested, 0.33% active. inhibition, % at 4 µM. AID 435022; in the data active = inhibition above about 35%
# CXCR6 inh – CXCR6 (human) receptor inhibition. 360,000 tested, 0.36% active. CHO-K1 PathHunter CXCR6 beta-arrestin, luminescence. inhibition, % at 20 µM; in the data active = inhibition above about 34%, passing the limit was not always enough;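 note: antagonist mode with CXCL16 agonist at 10 nM final; 0% = 10 nM CXCL16 with DMSO and 100% = unstimulated wells without agonist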
# EBI2 block – blocks human EBI2 receptor beta-arrestin signaling. inhibition, % at 5 µM. P32249. 360,000 tested, 0.81% active. EBI2 beta-arrestin recruitment, luminescence, 7a,25-OHC stimulated; in the data active = inhibition above about 38%;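 note: enzyme fragment complementation signal reports receptor beta-arrestin coupling in cells; 0% = agonist plus DMSO wells and 100% = wells without agonist; some results beyond the cut were filed as inactive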
# Target sequence (P32249 whole entry, looked up, the tested form may be a part): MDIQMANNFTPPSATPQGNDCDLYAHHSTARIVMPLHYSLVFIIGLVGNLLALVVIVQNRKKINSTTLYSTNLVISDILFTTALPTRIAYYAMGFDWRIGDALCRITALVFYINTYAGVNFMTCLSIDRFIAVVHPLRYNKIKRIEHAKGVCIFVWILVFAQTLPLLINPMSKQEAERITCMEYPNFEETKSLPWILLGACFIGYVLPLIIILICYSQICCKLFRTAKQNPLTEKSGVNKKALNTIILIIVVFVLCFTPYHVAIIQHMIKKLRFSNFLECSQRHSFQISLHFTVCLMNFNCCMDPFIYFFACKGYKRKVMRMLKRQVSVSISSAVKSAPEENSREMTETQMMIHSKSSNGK
# Gli-Sufu block – antagonists of Gli-Sufu signaling. Sufu-KO-LIGHT fibroblasts, Gli luciferase reporter luminescence. inhibition, % at 5 µM. 340,000 tested, 0.74% active. AID 588413;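 active = inhibition above about 55%, limit read from the data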;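 note: 0% = DMSO-treated cells and 100% = wells with medium but no cells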
# Numbers without * were called inactive; / = no result given. Outcome played no part in choosing rows; overall some 5% were active at least once.
no. | SMILES | CCR6 antagonist | XBP1 UPR activ | UPR CHOP act | Mdm2-MdmX inh | Jurkat NFkB inh | 697 NFkB inh | CXCR6 inh | EBI2 block | Gli-Sufu block
1 | Cc1noc(NS(=O)(=O)c2ccc(N3CC(O)=C(c4ccccc4)C3=N)cc2)c1C | 15 | 3 | -1.3 | 14 | -2 | 6 | 2 | 0 | -2
2 | COC(=O)c1cnc2ccccc2n1 | 7 | -1 | 0.4 | 18 | -6 | 17 | -1 | -16 | 0
3 | O=C(Cc1ccc(Br)cc1)Nc1ccccc1Cl | 13 | 1 | 0.7 | -1 | -1 | -2 | 0 | -4 | -4
4 | COc1ccc(S(=O)(=O)n2nc(OC(=O)c3cccs3)cc2NC(=O)c2cccs2)cc1 | 4 | -1 | -1.0 | 0 | 23 | 9 | -15 | -7 | -12
5 | O=C(c1cccs1)n1nc(-c2ccccc2)nc1NCc1ccco1 | 23 | 2 | -0.1 | -3 | -21 | -24 | 9 | -8 | -20
6 | CCCCn1cnc2c([nH]c3ccccc32)c1=O | -14 | 2 | 3.4 | 20 | -6 | -8 | -4 | -1 | 11
7 | CCOc1cc(/C=C(/C#N)C(=O)Nc2ccc(OC)cc2)ccc1OCc1ccc(C(=O)O)cc1 | 20 | / | / | / | / | / | -2 | 9 | 5
8 | COc1ccc(NC(=O)c2cc(-c3ccncc3)nc3ccc(Br)cc23)cc1OC | 13 | -2 | 0.0 | 97* | -2 | -4 | 0 | -14 | 20
9 | Cc1c(Cl)cccc1NC(=O)CSc1nncn1-c1ccccn1 | 0 | -5 | 0.4 | 14 | 12 | 3 | -4 | -32 | 7
10 | CC(/C=N/N1CCN(c2ccccc2)CC1)=C\c1ccco1 | -17 | -1 | 5.7 | -136 | -88 | -99 | 4 | 12 | -82
11 | CCN1C(=O)[C@H]2[C@@H](c3ccc(C)cc3)N3C(=O)N(c4cccc(Cl)c4)C(=O)[C@@]3(C)[C@H]2C1=O | 1 | -2 | -1.4 | 8 | 17 | 14 | 0 | -6 | -2
12 | CCC(C(=O)OCCOCCN(CC)CC)c1ccccc1 (stereo not drawn) | -3 | -2 | 0.8 | 17 | -5 | 8 | 0 | -7 | 18

# Arranged by the number under CXCR6 inh (rising): some entries from above
nr	Molecule	CCR6 antagonist	Mdm2-MdmX inh	Jurkat NFkB inh	697 NFkB inh	CXCR6 inh	EBI2 block
6	CCCCn1cnc2c([nH]c3ccccc32)c1=O	-14	20	-6	-8	-4	-1
12	CCC(C(=O)OCCOCCN(CC)CC)c1ccccc1 (stereo not drawn)	-3	17	-5	8	0	-7
5	O=C(c1cccs1)n1nc(-c2ccccc2)nc1NCc1ccco1	23	-3	-21	-24	9	-8

# More compounds follow.
no. | SMILES | CCR6 antagonist | XBP1 UPR activ | UPR CHOP act | Mdm2-MdmX inh | Jurkat NFkB inh | 697 NFkB inh | CXCR6 inh | EBI2 block | Gli-Sufu block
13 | COCCN(C(=O)c1ccccc1)c1nc(-c2ccc(OC)cc2)cs1 | 33 | -4 | 5.5 | -11 | -17 | -18 | -2 | 25 | -8
14 | CCC(C)(C)NC(=O)C(c1ccc(F)cc1)N(Cc1ccco1)C(=O)c1snc(C(N)=O)c1N (stereo not drawn) | 23 | 3 | -3.5 | 6 | -17 | 0 | 15 | 0 | -6
15 | CC1(C)C(=O)C2(CCCC2)C(=O)OC1c1ccco1 (stereo not drawn) | -3 | -1 | 1.2 | 16 | 15 | -1 | 2 | 6 | 0
16 | Cc1ccc(S(=O)(=O)C(C#N)c2nc3ccccc3nc2N2CC(C)OC(C)C2)cc1C (stereo not drawn) | -2 | -2 | 0.1 | 16 | -6 | -9 | 13 | -5 | 13
17 | CCCc1nnc(NC(=O)CN2C(=O)c3ccccc3C2=O)s1 | -17 | -2 | -1.3 | 7 | 9 | 11 | 10 | -6 | 0
18 | CCn1ncc(Br)c1C(=O)Nc1ccc(C(=O)OC(C)C)cc1 | -15 | -1 | -1.0 | -6 | -17 | -24 | -9 | 3 | -17
19 | CCc1nc2ccccc2[nH]1 | -4 | 1 | 3.3 | 14 | -4 | 21 | -3 | -1 | 5
20 | CCCCNC(=O)Nc1nnc(C(C)(C)C)s1 | -7 | 2 | -1.0 | 29 | -10 | 7 | -5 | 4 | -6
21 | COc1cccc(C2C(C(=O)OCc3ccccc3)=C(C)Nc3ncnn32)c1OC (stereo not drawn) | 11 | 0 | -2.1 | 16 | 5 | -20 | 11 | 14 | -6
22 | Cn1nc(-c2ccccc2)cc1NS(=O)(=O)c1ccc(C#N)cc1 | 9 | -3 | 5.5 | -5 | 4 | 15 | -2 | -6 | 10
23 | O=C(Cc1ccc(NC(=O)C2CCN(C(=O)C3CCC3)CC2)cc1)Nc1cccc(C(=O)N2CCCCC2)c1 | 2 | / | / | / | / | / | 2 | -6 | 7
24 | Clc1cccc(-c2csc(Nc3cccnc3)n2)c1 | -2 | 0 | 11 | -8 | -38 | -20 | 4 | 1 | -8
25 | CS(=O)(=O)N1CCN(C(=O)c2ccc(Br)s2)CC1 | 3 | -1 | 0.8 | -31 | 4 | 13 | 1 | -3 | 0
26 | Cc1cccc(NC(=O)c2nc(-c3ccccc3)n(-c3ccccc3)n2)c1C | -11 | -3 | -2.0 | 19 | -7 | 15 | 10 | 3 | 16
27 | CSCCC(NC(=O)c1ccco1)C(=O)OCC(=O)Nc1sccc1C#N (stereo not drawn) | / | -1 | -0.6 | -15 | -4 | -33 | / | / | /
28 | OC1(c2cccs2)CN(c2ccc(Cl)cc2)C2=[N+]1CCCS2 (stereo not drawn) | 15 | -2 | 0.0 | -33 | 3 | -1 | -6 | 3 | -10
29 | COC(=O)c1cc(S(=O)(=O)N2CCC(C(N)=O)CC2)oc1C | -2 | -4 | 2.2 | 4 | 10 | 15 | 5 | -6 | 1

# Arranged by molecular weight (lowest first): some entries from above.
no. | SMILES | CCR6 antagonist | XBP1 UPR activ | UPR CHOP act | Mdm2-MdmX inh | Jurkat NFkB inh | 697 NFkB inh | CXCR6 inh | EBI2 block | Gli-Sufu block
19 | CCc1nc2ccccc2[nH]1 | -4 | 1 | 3.3 | 14 | -4 | 21 | -3 | -1 | 5
6 | CCCCn1cnc2c([nH]c3ccccc32)c1=O | -14 | 2 | 3.4 | 20 | -6 | -8 | -4 | -1 | 11
10 | CC(/C=N/N1CCN(c2ccccc2)CC1)=C\c1ccco1 | -17 | -1 | 5.7 | -136 | -88 | -99 | 4 | 12 | -82
12 | CCC(C(=O)OCCOCCN(CC)CC)c1ccccc1 (stereo not drawn) | -3 | -2 | 0.8 | 17 | -5 | 8 | 0 | -7 | 18
17 | CCCc1nnc(NC(=O)CN2C(=O)c3ccccc3C2=O)s1 | -17 | -2 | -1.3 | 7 | 9 | 11 | 10 | -6 | 0
22 | Cn1nc(-c2ccccc2)cc1NS(=O)(=O)c1ccc(C#N)cc1 | 9 | -3 | 5.5 | -5 | 4 | 15 | -2 | -6 | 10
25 | CS(=O)(=O)N1CCN(C(=O)c2ccc(Br)s2)CC1 | 3 | -1 | 0.8 | -31 | 4 | 13 | 1 | -3 | 0
9 | Cc1c(Cl)cccc1NC(=O)CSc1nncn1-c1ccccn1 | 0 | -5 | 0.4 | 14 | 12 | 3 | -4 | -32 | 7
26 | Cc1cccc(NC(=O)c2nc(-c3ccccc3)n(-c3ccccc3)n2)c1C | -11 | -3 | -2.0 | 19 | -7 | 15 | 10 | 3 | 16
27 | CSCCC(NC(=O)c1ccco1)C(=O)OCC(=O)Nc1sccc1C#N (stereo not drawn) | / | -1 | -0.6 | -15 | -4 | -33 | / | / | /
16 | Cc1ccc(S(=O)(=O)C(C#N)c2nc3ccccc3nc2N2CC(C)OC(C)C2)cc1C (stereo not drawn) | -2 | -2 | 0.1 | 16 | -6 | -9 | 13 | -5 | 13
11 | CCN1C(=O)[C@H]2[C@@H](c3ccc(C)cc3)N3C(=O)N(c4cccc(Cl)c4)C(=O)[C@@]3(C)[C@H]2C1=O | 1 | -2 | -1.4 | 8 | 17 | 14 | 0 | -6 | -2
8 | COc1ccc(NC(=O)c2cc(-c3ccncc3)nc3ccc(Br)cc23)cc1OC | 13 | -2 | 0.0 | 97* | -2 | -4 | 0 | -14 | 20
14 | CCC(C)(C)NC(=O)C(c1ccc(F)cc1)N(Cc1ccco1)C(=O)c1snc(C(N)=O)c1N (stereo not drawn) | 23 | 3 | -3.5 | 6 | -17 | 0 | 15 | 0 | -6
23 | O=C(Cc1ccc(NC(=O)C2CCN(C(=O)C3CCC3)CC2)cc1)Nc1cccc(C(=O)N2CCCCC2)c1 | 2 | / | / | / | / | / | 2 | -6 | 7
